Compound activity: PubChem BioAssay, Sanford-Burnham Center for Chemical Genomics
Hsp70 displacement: Hsp70 inhibitors, probe displacement, primary screen, biochemical, fluorescence polarization (AID 583); actives 0.06% (n = 140,000); Hsp70 fluorescence polarization probe displacement, mP; higher % means a stronger effect; displacement, % at 20 µM; hits with a dose series show IC50 in µM; in the data active means displacement above about 50%;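 further: plate controls were vehicle for no effect and reference ligand for full effect; a part of the inactive calls stands beside numbers as strong as those of hits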
MKP-3 inhibition: inhibition of rat DUSP6 enzyme activity – biochemical, in vitro, primary screen (AID 425); recombinant MKP-3 phosphatase activity, fluorescence; higher % means a stronger effect; inhibition, % at 20 µM, or IC50 in µM where a hit was titrated; actives 0.17% (n = 110,000); in the data active means inhibition above about 50%;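 further: plate controls were vehicle for no effect and reference inhibitor for full effect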
* marks the source's active call; other numbers are inactive results; . = no result given; & = joins results of further samples. This is a subset; rates above refer to the full screens.

Hsp70 displacement | MKP-3 inhibition | SMILES
-4.4% | -0.4% | COc1cc(/C=C2/C(=O)NC(=O)N(c3cccc(C)c3)C2=O)ccc1OCCOc1ccc([N+](=O)[O-])cc1
1.6% | 0.7% | NC1=NC(=O)C(Cc2ccc(Br)cc2)S1 (stereo not drawn)
-3.1% | . | Cc1ccc(S(=O)(=O)/C(C#N)=C/c2c(N3CC(C)OC(C)C3)nc3c(C)cccn3c2=O)cc1 (stereo not drawn)
-6.4% | 2.8% | Cc1ccc(NC(=O)C(=O)NCCCO)cc1
-5.8% | . | Cc1ccc(/C=C/C2=NN(Cc3ccc(Cl)c(Cl)c3)C(=O)CC2)cc1
2.1% | 5.6% | O=C(NCCNC(=O)c1ccc(Br)o1)c1ccc(Br)o1
-4.8% | 0.8% | COC(=O)c1oc2ccc(Br)cc2c1NC(C)=O
1.0% | 2.5% | COc1cccc(C(=O)Nc2cc(-c3nc4ccccc4o3)ccc2OC)c1
-3.4% | -0.5% | CCn1cc(C(=O)NCCCN2CCC(C)CC2)c(=O)c2cc(S(=O)(=O)N3CCCC3)ccc21
2.6% | 6.5% | CC1(C)Cc2ccccc2-c2nnc(-c3cccs3)n21
4.2% | -3.1% | COc1ccccc1NC(=O)C1=C(C)Nc2nc(-c3ccc(N(C)C)cc3)nn2C1c1ccncc1 (stereo not drawn)
. | -9.8% | COc1cc(C2NC(=O)NC(O)(C(F)(F)F)C2C(=O)c2cccs2)ccc1O (stereo not drawn)
-2.6% | . | CCCNC(=O)N[C@@H](Cc1ccccc1)C(=O)OC
-1.6% | -1.4% | O=C1c2ccccc2C(Nc2cccnc2)N1Cc1ccc2c(c1)OCO2 (stereo not drawn)
23.7% | -10.9% | O=C(c1ccco1)N1CCN(c2ncnc3scc(-c4cccs4)c23)CC1
1.5% | . | O=C(/C=C/NNC(=O)c1cccc(Br)c1)c1ccccc1
0.9%&-2.1% | -1.7%&0.2% | O=C(NCc1ccco1)c1cnn2c(C(F)(F)F)cc(-c3ccccc3)nc12
1.2% | -8.7% | CC(C)(C)OC(=O)N1CCCC1C(=O)N1CCCC1C(=O)N1CCCC1C(=O)O (stereo not drawn)
-7.7% | 3.3% | CCOC(=O)N1CCC(NC(=O)c2cnn3c(C(F)(F)F)cc(-c4cccc(OC)c4)nc23)CC1
1.5% | -2.0% | CCOc1ccc(-c2csc(-c3cc4cc([N+](=O)[O-])ccc4oc3=O)n2)cc1

Shown with two lines to a compound: entries from further up.
Every second line gives: Hsp70 displacement, MKP-3 inhibition
- O=C(NCc1ccco1)c1cnn2c(C(F)(F)F)cc(-c3ccccc3)nc12
    0.9%&-2.1%, -1.7%&0.2%
- CCOc1ccc(-c2csc(-c3cc4cc([N+](=O)[O-])ccc4oc3=O)n2)cc1
    1.5%, -2.0%

Next section:
Hsp70 displacement | MKP-3 inhibition | SMILES
-0.2% | -0.9% | Cc1ccccc1NC(=O)C(=O)NCc1ccc(F)cc1
-1.6% | -0.8% | COc1cccc(N2C(=O)NC(=O)C(=Cc3ccc(O)cc3)C2=O)c1
3.8% | . | CN(CCOc1ccccc1)c1ccc(S(=O)(=O)N2CCCCC2)cn1
7.2% | -1.5% | Cc1ccc(C)c(N2CCN(C(=O)c3cc4sccc4n3C)CC2)c1
-2.8% | . | Cc1cc(NC(=O)C2CC(c3ccccc3Cl)=NO2)no1 (stereo not drawn)
1.9% | -4.7% | Cc1ccc(-n2c(CSc3nc(C)cc(C)n3)nnc2SCC(=O)Nc2nccs2)cc1
-1.2% | 2.9% | COc1cc(C(=O)NN2C(=O)/C(=C/c3ccc(Cl)cc3Cl)SC2=S)ccc1O
5.7% | . | COc1ccc(NC(=O)Nc2ccccc2F)cc1
6.8% | -7.2% | O=c1c2ccccc2[nH]c(=S)n1CCN1CCC(=C(c2ccc(F)cc2)c2ccc(F)cc2)CC1
-2.5% | -14.9% | Cc1cc2ncn(C(=O)c3ccc4c(c3)OCO4)c2cc1C
0.4% | 2.6% | CCC(C(=O)NCc1ccco1)n1nc(-c2ccc(OC)cc2)ccc1=O (stereo not drawn)
1.8% | -2.1% | Cc1ccc(C)n1-c1ccc(C(=O)NCC2CCCO2)cc1 (stereo not drawn)
-8.8% | -6.4% | Clc1ccc(OCc2nnc(SCc3nc4ccccc4[nH]3)n2Cc2ccco2)cc1
2.5% | 6.9% | Fc1ccc(C2CC(c3ccccc3)n3ncnc3N2)cc1 (stereo not drawn)
. | -3.4% | CC(C)(C)c1ccc(-c2cc(N)n[nH]2)cc1
3.8% | 1.1% | C1CSC2(N1)C1CC3CC(C1)CC2C3 (stereo not drawn)
-3.9% | -8.5% | COc1cccc(-c2cc(C(F)(F)F)nc(N3CCC(C)CC3)n2)c1
1.9% | 3.1% | O=S(Cc1ccc(Cl)cc1)CC(O)COc1ccccc1 (stereo not drawn)
-2.4% | 4.7% | COc1ccc(C(=O)Nc2nc3ccc(C)cc3s2)cc1OC
2.7% | . | CCOC(=O)C1(c2ccccc2)NC(c2ccccc2C)C2C(=O)N(c3ccc4c(c3)OCO4)C(=O)C21 (stereo not drawn)
0.2% | -5.2% | CN(C)S(=O)(=O)c1ccc(S(=O)(=O)N2CCN(CCC#N)CC2)cc1
-4.2% | 2.4% | Cc1ccc(NC(=O)CCN2C(=O)c3cccc4cccc(c34)C2=O)cc1
-1.3% | 2.6% | O=C1CC(Nc2ccc(F)cc2)C(=O)N1c1ccc(N2CCOCC2)cc1 (stereo not drawn)
1.6% | -0.3% | CC1=C(C(=O)OCC2CCCO2)C(c2cccc([N+](=O)[O-])c2)NC(=O)N1 (stereo not drawn)
-4.7% | 2.5% | CCCOc1cccc(C(=O)Nc2ccc(NC(=O)CC)cc2)c1
0.9% | 0.9% | CCOC(=O)COc1ccc(/C=C2/C(=O)NN(c3ccc(F)cc3)C2=O)cc1OC
-4.2% | -7.9% | Cc1ccc(C)c(S(=O)(=O)N2CCN(CC(=O)Nc3cc(C)on3)CC2)c1
2.3% | -6.8% | O=C(c1ccco1)N1CCN(S(=O)(=O)c2ccc(C3CCCCC3)cc2)CC1
-1.2% | -6.8% | Cn1c(=Nc2ccc(N3CCOCC3)cc2)ccc2ccccc21
2.8% | . | Cc1cc2nnc(SCC(=O)OC(C)C)n2c2ccccc12
-3.7%&4.2% | -9.3%&0.1% | O=C(NCC1OCCc2ccccc21)c1ccco1 (stereo not drawn)
0.4% | 0.5% | O=C(CCc1ccccc1)N1N=C(c2ccc(Br)cc2)CC1(O)C(F)(F)F (stereo not drawn)
6.5% | -5.4% | COc1ccccc1CNC(=O)CN(c1ccc(C)cc1)S(=O)(=O)c1c(C)nn(C)c1C
-0.1% | . | Cc1ccc(S(=O)(=O)NNC(=O)c2snnc2C)cc1
1.7% | -5.6% | CCn1c(=O)n(CC(=O)Nc2cccc(OC)c2)c(=O)c2ccccc21
5.4% | 1.6% | COc1ccc(OC)c(Nc2nc(-c3ccc(O)c(O)c3)cs2)c1
1.6% | 0.7% | COCCCNC(=O)COc1cc(C)c(Cl)c(C)c1
-2.0% | 0.1% | Cc1ccc(C)c(CSc2nnc(-c3cccnc3)n2N)c1
0.0% | 3.2% | O=C1c2ccccc2C(=O)N1Cc1nc2ccc(I)cc2c(=O)o1
-2.9% | 4.7% | O=C(CCN1C(=O)C2CC=C(Cl)CC2C1=O)NC1CCCCC1 (stereo not drawn)
3.5% | -0.1% | CCCCSCc1nc2c(c(=O)[nH]1)C1(CCCC1)Cc1ccccc1-2
-3.6% | -2.3% | CCOC(=O)c1cnc2ccc(OCC)cc2c1N1CCN(C)CC1
5.3%&-1.8% | -2.6% | O=C(O)CC1NC(=S)N(c2ccccc2)C1=O (stereo not drawn)
1.2% | 1.8% | CCn1c(SCC(=O)NCCOC)nc2sc(C)c(C)c2c1=O
7.4% | 2.9% | Cc1cc(=O)[nH]c(N/N=C/c2cc([N+](=O)[O-])ccc2O)n1
9.9% | -1.0% | COc1ccc(-n2nc3cc(C)c(N)cc3n2)cc1
-3.2% | . | CCc1nnc(NC(=O)CSc2nc3ccccc3c(=O)n2CCCOC)s1
-2.0% | 4.8% | Cc1cccc2cc3c(NC(=O)c4ccccn4)nn(C)c3nc12
1.2% | -8.7% | COc1nc(Oc2ccc(C(=O)OCC(N)=O)cc2)nc(N(C)C)n1
0.2% | 0.9% | Cc1ccc2nc(SCc3nnc(-c4cccs4)o3)[nH]c2c1
1.3% | 0.3% | Cc1ccc(NC(=O)c2cc3ccccc3o2)cc1
0.0% | . | O=C(Nc1ccc(Oc2ccc3ccccc3c2)cc1)c1ccco1
0.8% | 7.3% | O=C(O)Cn1c(-c2ccccc2)nc2ccccc21
3.5% | . | CCC(C)(C)NC(=O)CN(C(=O)CCC(=O)Nc1ccccn1)c1ccc(F)c(Cl)c1
1.2% | 3.1% | O=C(CCc1ccccc1)Nc1ncc2c(n1)CCCC2=O
-4.8% | -0.7% | N/C(=N\OC(=O)c1cccc(Br)c1)c1cccc([N+](=O)[O-])c1
-0.4% | 1.2% | CCNC(=S)NCCc1ccc(S(N)(=O)=O)cc1
-0.8% | 4.9% | CN(C)S(=O)(=O)c1ccccc1C#N
5.9% | -3.3% | COc1cc(NC(=O)C2CCCO2)c(OC)cc1NC(=O)c1ccccc1 (stereo not drawn)
0.1% | 1.5% | Cc1ccc(S(=O)(=O)NC(=O)Nc2ccccc2C(F)(F)F)cc1

(continued)
Hsp70 displacement | MKP-3 inhibition | SMILES
-0.8% | . | COC(=O)c1ccc(CSc2nnc(Nc3cccc(OC)c3)s2)o1
0.9% | 2.8% | CCC(=O)Nc1sc(C)c(C)c1C(N)=O
-3.3% | -3.3% | O=S(=O)(NCC1CCCO1)c1ccc(Br)s1 (stereo not drawn)
-2.0% | -10.7% | CCC(=O)c1ccc(OCC(=O)O)cc1
-1.3% | -11.2% | COc1ccc(N2CCCn3c2nc2c3c(=O)n(CCN3CCOCC3)c(=O)n2C)cc1
-4.8% | -2.0% | O=C(NCCN1CCOCC1)c1ccccc1Oc1ccccc1
0.6% | -4.0% | CC(C)(C)n1ncc2c(=O)n(CC(=O)NCc3ccco3)cnc21
2.1% | -1.8% | CN1CCN(Cc2c(O)ccc3c(=O)c(-c4ccc(Cl)cc4Cl)coc23)CC1
5.2% | . | O=C(Oc1nsnc1N1CCOCC1)c1ccccc1
-2.3% | 6.2% | Cc1nc2nc(COc3ccccc3)[nH]n2c(=O)c1Cl
-2.6%&2.9% | -14.8%&1.0% | CCN(CC)C(=O)COc1ccc(-c2ccccc2)cc1
-1.8% | -4.0% | COCc1cc(C)n(CC(=O)Nc2ccccc2OC)c(=O)c1C#N
0.1% | -0.5% | O=C(/C=C/c1ccc(Cl)cc1Cl)Nc1ccc(C(=O)Nc2ccccc2)cc1
-1.6% | 2.6% | CCc1nc2ccccc2n1Cc1cc(=O)n2cc(C)ccc2n1
1.2% | 0.1% | CN(C(=O)c1ccno1)c1nnc(-c2cnccn2)s1
-4.8% | 0.8% | Cc1cc(C(=O)Nc2sc3c(c2C#N)CCCC3)no1
6.5% | . | O=[N+]([O-])c1cc(S(=O)(=O)N2CCCC2)ccc1N/N=C/c1cccs1
2.4% | 4.7% | CC(C)(C)NC(=O)C(c1ccco1)N(C(=O)Cn1nnc(-c2ccc(F)cc2)n1)c1cccc(F)c1 (stereo not drawn)
1.5% | 0.4% | CCCCCOC(=O)CCN1C(=O)/C(=C/c2ccccc2)SC1=S
0.5% | 6.6% | O=C(OC1CCCCC1)c1ccc(NC(=O)c2ccco2)cc1

Full records from above. Order of screens: Hsp70 displacement, MKP-3 inhibition
CN1CCN(Cc2c(O)ccc3c(=O)c(-c4ccc(Cl)cc4Cl)coc23)CC1 is entered as 2.1%, -1.8%
CCN(CC)C(=O)COc1ccc(-c2ccccc2)cc1 is entered as -2.6%&2.9%, -14.8%&1.0%
O=[N+]([O-])c1cc(S(=O)(=O)N2CCCC2)ccc1N/N=C/c1cccs1 is entered as 6.5%, .
CCCCCOC(=O)CCN1C(=O)/C(=C/c2ccccc2)SC1=S is entered as 1.5%, 0.4%
CN(C(=O)c1ccno1)c1nnc(-c2cnccn2)s1 is entered as 1.2%, 0.1%

Following part.
Hsp70 displacement | MKP-3 inhibition | SMILES
. | 25.6µM* | CCOc1cc(/C=N/N=C2/NC(=O)C(CC(=O)O)S2)ccc1OCc1ccc(Cl)cc1Cl (stereo not drawn)
-3.4% | 2.8% | O=c1[nH]cc(N=Cc2ccccc2)c(=O)[nH]1
23.4% | -6.9% | CCN1CCc2c(sc3c2c(NCc2ccco2)nc2nnnn23)C1
3.0% | -9.9% | Cc1cc(C(=O)COC(=O)CN(C)S(=O)(=O)c2ccc(Cl)cc2)c(C)n1CC1CCCO1 (stereo not drawn)
. | -13.3% | Cc1cc(=O)oc2c(C)c(OCC(=O)N(C)C)ccc12
-3.2% | . | CCCCOc1ccc(S(=O)(=O)NC(=O)NCc2ccc(OCCC)cc2)cc1
2.1% | -5.8% | Cc1ccc(-c2nnc(N3CCN(S(C)(=O)=O)CC3)c3ccccc23)cc1
-4.0% | 0.4% | O=C(CSCC(=O)Nc1ccc2c(c1)oc1ccccc12)Nc1ccccc1
-3.7% | -7.5% | O=C(Nc1cnc2ccccc2c1)c1ccco1
-2.7% | -1.1% | COC(=O)C1=C(C)N=c2s/c(=C\c3ccc(-c4ccc(OC)cc4[N+](=O)[O-])o3)c(=O)n2C1c1ccccc1 (stereo not drawn)
2.6% | -4.1% | CC(=O)N1CCC(N(C(=O)Nc2ccc(C)c(C)c2)C2CCCC2)CC1
-2.9% | 3.7% | CCOc1ccccc1NC(=O)CCCOc1ccccc1
3.9% | 1.4% | Cc1occc1-c1nnc2sc(-c3ccc(-c4ccc(Cl)cc4)o3)nn12
4.3% | -4.7% | COc1cccc(CCNC2CC(=O)N(c3ccc(C)cc3)C2=O)c1 (stereo not drawn)
0.1% | 2.9% | COc1ccc(N(CC(=O)Nc2ccc(Br)cc2)S(=O)(=O)c2ccc(OC)c(OC)c2)cc1
1.0% | 0.2% | O=C1C(c2ccccc2)=C(c2ccccc2)C(=O)N1O
